High-throughput results: PubChem, National Center for Advancing Translational Sciences (NCATS)
FLuc counter: firefly luciferase modulation, counter-screen for miR-21 project. Potency, µM (top dose mostly 57.5 µM), without a hit: at the highest dose activity change, negative = inhibition, usual class: inhibitors. 360,000 tested, 6.9% active. P08659. purified FLuc, Km substrates, luminescence inhibition;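 note: plate controls were vehicle for no effect and reference inhibitor for full effect; nearly all actives have a fitted effect of over 55% in size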
Target sequence (P08659 whole entry, looked up): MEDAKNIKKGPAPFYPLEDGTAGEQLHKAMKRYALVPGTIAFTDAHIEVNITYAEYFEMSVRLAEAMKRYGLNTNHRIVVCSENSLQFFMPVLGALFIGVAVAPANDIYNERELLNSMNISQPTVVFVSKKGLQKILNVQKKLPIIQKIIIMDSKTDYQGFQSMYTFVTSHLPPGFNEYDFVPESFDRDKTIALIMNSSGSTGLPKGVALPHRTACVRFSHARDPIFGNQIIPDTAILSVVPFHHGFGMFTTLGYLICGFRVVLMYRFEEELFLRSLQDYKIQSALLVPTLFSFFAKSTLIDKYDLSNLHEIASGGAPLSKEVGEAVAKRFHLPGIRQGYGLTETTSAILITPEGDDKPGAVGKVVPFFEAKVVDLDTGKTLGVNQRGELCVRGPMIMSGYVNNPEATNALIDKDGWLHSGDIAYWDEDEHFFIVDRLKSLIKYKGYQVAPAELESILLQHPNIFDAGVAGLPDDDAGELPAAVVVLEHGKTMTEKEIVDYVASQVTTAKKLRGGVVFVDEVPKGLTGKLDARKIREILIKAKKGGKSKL
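Purified P. pyralis luciferase, 10 nM final, with Km-level 10 uM D-luciferin and 10 uM ATP in 50 mM Tris acetate pH 7.5, 10 mM Mg acetate, 0.01% Tween-20, 0.05% BSA; 6-point qHTS titration about 60 µM downward; luminescence read.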
BRCA1 expr act: increases BRCA1 expression. MCF7-BRCA1-FFLuc reporter, luminescence, 48 h; response scale: scaled: vehicle 0%, 10 µM genistein 100%. Potency, µM (series often up to 46.1 µM), inactives show at the highest dose activation, most hits filed as activators. 380,000 tested, 1.1% active; note: nearly all actives have a fitted effect of over 80% in size; some results filed as inactive show a strong effect at the top dose
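Reporter cells (MCF7, BRCA1 promoter-firefly luciferase) received library compounds across a concentration series for 48 h. End-point luminescence was measured and concentration-effect curves derived after normalization.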
ELG1 genotoxic: inducers of genotoxicity in HEK293T ELG1-luciferase cells; HEK293T ELG1-luciferase reporter, luminescence, 16 h; Potency, µM (top dose mostly 46 µM), for the others: at the highest dose activity change, positive = activation, usual class: activators; 330,000 tested, 1.3% active; note: % of control where 0% means no effect; nearly all actives have a fitted effect of over 60% in size
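Cells (2,000/well) expressing the ELG1-luciferase fusion are dosed by pin tool and kept 16 hr at 37 °C, 5% CO2. Signal comes from ONE-Glo luciferase reagent after 30 min at room temperature.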
CXXC DNA block: MLL CXXC-DNA interaction inhibition. AID 2662. MLL-CXXC / FITC-HOXA9 DNA fluorescence polarization. 290,000 tested, 0.037% active. Potency, µM (series often up to 115 µM), for inactives: top-dose activity change, negative = inhibition, usual class: inhibitors. Q03164; active = well fitted inhibition curve with a large enough effect in the polarisation, with a control signal flat, not every such curve was filed as active; inconclusive = small, poorly fitted or top-dose-only effect, or effect the other way, or a change in a side signal; inactive = no such curve, though single readings can be large or run the other way; the % refers to the polarisation
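Steps: dispense CXXC domain solution (7 uM) → pin compounds or unlabeled HOX-A9 DNA control → 5 min ambient → add FLSN-HOX-A9 solution (50 nM) → spin → 30 min ambient → fluorescence polarization. Tris pH 7.5/NaCl/DTT/BSA buffer.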
uPA surface inh: blocks generation of uPA at the cell surface; cell surface uPA generation assay, qHTS; 330,000 tested, 0.31% active; Potency, µM (doses to about 38.3 µM), for inactives: top-dose activity change, negative = inhibition, usual class: inhibitors; AID 540303; active = well fitted inhibition curve with a large enough effect; inconclusive = small, poorly fitted or top-dose-only effect; inactive = no such curve, though single readings can be large or run the other way; tested in mouse RAW 264.7 cells; note: % is set by controls: 0 for no effect and ±100 for the full control effect; nearly all actives have a fitted effect of over 55% in size
RORgamma inh: blocks mouse ROR gamma transcriptional activity | P51450 | Drosophila S2 Gal4-RORgamma UAS-luciferase reporter, 20 h | Potency, µM (series often up to 53.6 µM), for inactives: at the top dose activity change, negative = inhibition, hits mostly inhibitors | 310,000 tested, 5.4% active; note: % is set by controls: 0 for no effect and ±100 for the full control effect; nearly all actives have a fitted effect of over 60% in size
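Stable Schneider cell line, Gal4 DNA-binding domain fused to ROR gamma, UAS-luciferase. Cmpd 1 hr RT → CuSO4 700 uM final → 20 hr RT → luciferase reagent 10 min → luminescence.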
MBNL1-CUG inh: blocks human MBNL1 binding to CUG repeat RNA | TR-FRET MBNL1-His/biotin-(CUG)12 binding, 665/545 ratio | Potency, µM (titrated, usually from 57.5 µM), for inactives: at the top dose activity change, negative = inhibition, most hits filed as inhibitors | 280,000 tested, 0.036% active; active = well fitted inhibition curve with a large enough effect in the signal ratio, with a control signal flat, not every such curve was filed as active; inconclusive = small, poorly fitted or top-dose-only effect, or effect the other way, or a change in a side signal; inactive = no such curve, though single readings can be large or run the other way; the % refers to the signal ratio; note: % is set by controls: 0 for no effect and ±100 for the full control effect
Target sequence (Q9NR56 whole entry, looked up): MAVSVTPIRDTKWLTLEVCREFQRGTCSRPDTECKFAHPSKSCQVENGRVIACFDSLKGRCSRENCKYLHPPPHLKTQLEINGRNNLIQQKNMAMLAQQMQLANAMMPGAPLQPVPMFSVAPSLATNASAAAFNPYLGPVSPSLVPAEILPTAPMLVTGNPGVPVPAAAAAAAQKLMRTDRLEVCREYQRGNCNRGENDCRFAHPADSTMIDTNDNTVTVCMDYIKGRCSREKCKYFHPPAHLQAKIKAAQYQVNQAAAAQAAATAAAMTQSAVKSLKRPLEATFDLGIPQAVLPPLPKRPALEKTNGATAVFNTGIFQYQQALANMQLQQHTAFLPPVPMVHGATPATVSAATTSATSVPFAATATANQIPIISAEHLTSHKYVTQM
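Ratiometric TR-FRET (665 over 545 nm, excitation 340 nm) tracks disruption of MBNL1-His/biotin-(CUG)12 complex after 60 min at room temperature, with compounds at 92 nM to 58 uM final.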
NPC1 promoter act: NPC1 promoter activation; Huh7 NPC1 promoter luciferase reporter, 24 h; Potency, µM (doses to about 9.22 µM), for the others: at the highest dose activation, usual class: activators; 320,000 tested, 2.4% active; AID 485313;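 note: % of control where 0% means no effect; nearly all actives have a fitted effect of over 60% in size; reporter is driven by a mutant NPC1 promoter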
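Stable NPC1-promoter luciferase Huh7 line; cpd (DMSO) 24 h, 37 °C, 5% CO2; Amplite luciferase reagent 10 min RT; luminescence readout. qHTS format.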
Gal4-VP16 FLuc: inhibits Gal4-VP16 luciferase reporter, ROR gamma counter-screen | Drosophila S2 Gal4-VP16 UAS-luciferase, luminescence, 20 h | Potency, µM (doses to about 53.6 µM), inactives show top-dose activity, negative = inhibition, usual class: inhibitors | 310,000 tested, 3.5% active;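 note: Gal4-VP16 expression switched on by copper sulfate through the metallothionein promoter; % is set by controls: 0 for no effect and ±100 for the full control effect; nearly all actives have a fitted effect of over 50% in size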
Rab9 promoter act: activators of Rab9 promoter; Huh7 Rab9 promoter-luciferase reporter, luminescence, 24 h; Potency, µM (highest dose often 9.22 µM), for inactives: top-dose activation, negative = inhibition, actives largely listed as activators; 320,000 tested, 2.8% active; AID 485297; note: % of control where 0% means no effect; nearly all actives have a fitted effect of over 60% in size
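Luciferase signal after 10 min detection reagent at ambient indicates Rab9 promoter upregulation; stably transfected Huh7 cells were treated 24 h with compound in DMSO at 37 °C, 5% CO2.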
p53 reactivation: mutant p53 re-activation in reporter cells; H1299 p53-A138V BP100-luciferase reporter, luminescence, 24 h; Potency, µM (titrated, usually from 92.2 µM), for the others: at the top dose activity change, positive = activation, usual class: activators; 320,000 tested, 0.063% active; AID 504706; note: % of control where 0% means no effect; nearly all actives have a fitted effect of over 45% in size
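H1299 (p53-null), stable ts p53-A138V + BP100-Luc; 1000 cells/well, Opti-MEM/10% FBS; cpd 4 pt, 1:5; 24 h, 37 deg C, 5% CO2; detection reagent 10 min RT; luminescence.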
Numbers without * were called inactive; ? = inconclusive; / = no result given; & = joins results of further samples; [ ] = dose if it differs, or a comment. Unless noted, calls come from the whole dose curve; as a rule, active = well fitted curve in the direction sought with a large enough effect; inconclusive = small, poorly fitted or top-dose-only effect, or another doubt; inactive = no such curve, though single readings can be large; an effect the other way counts as inactive or inconclusive. Potency is the fitted concentration of half-maximal effect. The list is partial, so the mix of outcomes need not match the whole.

SMILES	FLuc counter	BRCA1 expr act	ELG1 genotoxic	CXXC DNA block	uPA surface inh	RORgamma inh	MBNL1-CUG inh	NPC1 promoter act	Gal4-VP16 FLuc	Rab9 promoter act	p53 reactivation
Cc1ccc(NC(=O)CCc2c(C)nn(-c3ccc(N4CCOCC4)nn3)c2C)cc1F	13µM*	?	12%	7%	-3%	31%	15%	?	7%	?	2%
Cc1ccccc1OCC(=O)NCC(=O)OCC(=O)c1ccc([N+](=O)[O-])cc1	4%	10%&-14%	3%	3%	3%	-8%	?	-9%	-5%	14%	7%
COCCNC(=O)C(c1ccccc1)N(CCOC)C(=O)Cn1nnc2ccccc21 (configuration not stated)	6%	-11%	0%	-1%	2%	23%	3%	-1%	0%	-7%	-2%
CC(C)(C)c1ccc(NC(=O)NC2CCCc3ccccc32)cc1 (configuration not stated)	-17%	-17%	1%	2%	?	29%	-12%	-7%	-1%	-5%	4%
O=C(Nc1ccccn1)NC(C(F)(F)F)C(F)(F)F	-1%	7%	-5%	-16%	2%	1%	0%	-2%	-1%	7%	?
CCOc1ccc(C2(C)NC(=O)N(CCN(C)C)C2=O)cc1 (configuration not stated)	2%	-20%	1%	2%	-1%	-7%	-2%	1%	-6%	-4%	/
CSc1ccc(/C=C/C(=O)c2ccc(NC(=O)Cc3ccccc3)cc2)cc1	12µM*	-16%	-4%	70%[activator]	/	?	16%	0%	9%	4%	-8%
CCCCOc1ccc(Cn2c(=O)oc3ccccc32)cc1	0%&0%	-5%	0%	7%	4%	21%	-4%	0%	-5%	0%	-3%
N#Cc1ccc(Cl)cc1NC(=O)CSc1nc2nc(-c3cccs3)cc(C(F)(F)F)c2c(=O)[nH]1	0%	/	0%	-2%	/	-25%	6%	0%	3%	-8%	-1%
CC(=O)C1=C(C)NC(SCC(=O)Nc2nc3ccccc3s2)=C(C#N)C1c1ccc(Cl)cc1 (configuration not stated)	2%	-19%	1%	-4%	5%	?	?	0%	-13%	1%	?
COc1ccc(NS(=O)(=O)c2cccc(-c3n[nH]c(=S)n3Cc3ccccc3)c2)cc1	?	-20%	0%	-1%	-3%	-19%	3%	-5%	-16%	0%	-4%
CC1CCN(CCCNS(=O)(=O)c2cc(Br)cc3c2N(C(=O)C2CC2)CC3)CC1	-2%	-8%	-12%	13%	-3%	0%	-5%	0%	5%	-7%	-4%
Cc1cc(C)c(NC(=O)Cn2cc3c(n2)CCCC3)c(C)c1	-2%	0%	-2%	-1%	16%	-12%	0%	-1%	-1%	-5%	-6%
CCOc1ccc(C(=O)NCC(=O)OCC(=O)Nc2cccc(S(=O)(=O)N3CCCC3)c2)cc1	4.3µM*	37%	5%	-6%	11%	8%	2%	0%	-1%	-2%	0%
Cc1cc(C(F)F)n2ncc(C(=O)NCc3ccc(F)cc3)c2n1	-1%	-3%	8%	0%	-6%	4%	0%	3%	3%	-3%	-1%
CC1=C(C(=O)N2CCCC(C(=O)c3cccc4ccccc34)C2)OCCO1 (configuration not stated)	-4%	2%	-5%	4%	6%	?	17%	-1%	13µM*	-12%	-5%
CS(=O)(=O)N(CC(=O)Nc1ccccc1-c1ccccc1)c1ccc(F)cc1	-4%	-23%	-1%	4%	-4%	32%	-6%	-6%	6%	-4%	-5%
Cc1c(N(C)S(=O)(=O)c2ccc(Cl)c(C(=O)N3CCC(C(N)=O)CC3)c2)c(=O)n(-c2ccccc2)n1C	8%	0%	-1%	/	-2%	/	/	-4%	/	-2%	1%
CCOCC(=O)Nc1cc(Cl)ccc1C	-2%	-11%	0%	10%	0%	16%	0%	-8%	-12%	-4%	0%
Cc1ccccc1C(=O)NC(CC(C)C)C(=O)NN1C(=O)c2ccccc2C1=O (configuration not stated)	-4%	4%	1%	-4%	-2%	5%	?	1%	4%	3%	-6%
O=C(O)/C(=C\c1ccc(Cl)cc1)c1ccc(S(=O)(=O)N2CCCC2)s1	2%	-20%	-1%	/	5%	/	/	1%	/	1%	19%
Cc1ccn2cc(CSc3ccccc3)nc2c1	4.8µM*	?	3.7µM*	-9%	-6%	13µM*	-6%	1.3µM*	8.9µM*	1.4µM*	?
O=c1cc(-c2ccccc2)[nH]c2nc3ccccc3n12	0.95µM*	-86%	2.3µM*	14%	-19%	?	11%	3.5µM*	-34%	2µM*	-6%
S=C(NC1CCCCC1)N1CCOCCOCCN(C(=S)NC2CCCCC2)CCOCC1	0%	-5%	-6%	-1%	7%	11µM*	-1%	-4%	?	-3%	3%
CCCSC1=C(C#N)C(c2ccccc2OCC)CC(=O)N1 (configuration not stated)	6%	-4%	3%	-1%	1%	0%[0.365 µM]	2%	2%	/	-3%	-12%
CNC(=O)/C(C#N)=C/c1ccc(-c2ccc(OC)cc2[N+](=O)[O-])o1	?	25%	13%	6%	-7%	23%	?	29%	?	?	15%
Cc1cc(C)n(C(=O)c2cccc(S(=O)(=O)N3CCOCC3)c2)n1	6%	0%	-4%	-9%	-1%	-5%	-8%	14%	-12%	1%	4%
Cc1cc(C)c2nc(SCC(=O)NC(=O)c3cccn3C)cc(C)c2c1	?	-19%	-5%	8%	0%	-16%	113%[activator]	-4%	1%	-31%[inhibitor]	-1%
O=C(CN1CCC(C(O)(c2ccccc2)c2ccccc2)CC1)Nc1ccccc1	1%	6%	-11%	-4%	10%	-21%	-10%	4%	-8%	4%	-6%
Cc1ccc(-n2c(-c3ccccc3)c[n+]3c2CCC3)cc1	-2%	-45%	-18%	-3%	-16%	?	-5%	-37%[inhibitor]	?	-44%[inhibitor]	0%
CCCCNC(=O)C1C2C=CC3(CN(Cc4ccc(C)cc4)C(=O)C13)O2 (configuration not stated)	-1%	-7%	-1%	1%	-2%	21%	-11%	0%	0%	4%	-7%
Cc1ccc(C(c2ccc(C)o2)c2cccc([N+](=O)[O-])c2O)o1	-4%	-12%	0%	-2%	3%	-3%	16%	-4%	1%	-4%	9%
Cc1ccc2nc(C)cc(N/N=C/c3ccccc3O)c2c1	-2%	-2%	8%	0%	?	5.6µM*	-4%	22%	7.9µM*	11%	/
COCCN1CN=C(Nc2nc3ccccc3o2)NC1	-14%	?	18%	-5%	2%	5%	-23%	29%	-9%	?	16%
Cc1ccc(S(=O)(=O)N(C)Cc2ccc(C(=O)N/N=C/c3ccc(OC(F)F)cc3OC(F)F)cc2)cc1	4%	-44%	-6%	-13%	-3%	5%	-13%	-17%	?	-24%	-14%
CCOC(=O)c1ccccc1NC(=O)COC(=O)CCNS(=O)(=O)c1ccc(C)c(C)c1	-10%	-5%	12%	/	7%	/	/	0%	/	-7%	6%
Cc1noc(/C=C/N(C)C)c1S(=O)(=O)N1CCCC(C(=O)NCCC2=CCCCC2)C1 (configuration not stated)	-1%	-12%	-2%	-12%	-27%	20%	0%	1%	-5%	0%	/
C#CCn1cc(Cl)cc(C(=O)Nc2ccccc2)c1=O	?	26%	5%	-18%	10%	21%	26%	3%	5%	22%	15%
CCN(CC)c1nc2ccccc2n2cnnc12	5%	-4%	1%	-1%	-2%	-1%	-11%	-5%	2%	4%	-18%
Cc1ccc(S(=O)(=O)NCc2nc3ccccc3c(=O)n2N)cc1	-2%	-26%	-5%	-1%	/	-1%	-8%	5%	?	-2%	-6%
COc1cc(/C=N/NC(=O)CCc2ccccc2)ccc1O	?	-20%	-2%	8%	-2%	11%	-5%	-2%	-1%	-1%	3%
COc1ccc(-c2ccccc2NC(=O)C2CCCN(Cc3ccc(C)o3)C2)cc1 (configuration not stated)	-2%	-7%	-7%	-14%	-26%	1%	-7%	-3%	4%	8%	0%
CC(=O)Nc1ccc(OS(=O)(=O)c2ccc(C(C)(C)C)cc2)cc1	-11%	/	-5%	-3%	/	20%	-6%	3%	-5%	16%	3%
Nc1[nH][nH]c(=O)c1N=Nc1cccc(Cl)c1	?	8%	9%	2%	3%	-5%	?	4%	-5%	1%	-1%
COc1cc(C(=S)N2CCOCC2)cc(OC)c1OS(=O)(=O)c1ccc(NC(C)=O)cc1	-1%	4%	-1%	-1%	/	4%	-7%	-4%	-2%	-1%	0%
COc1cc(/C=C2\C(=O)N(c3ccc(S(N)(=O)=O)cc3)N=C2C)ccc1OC(=O)c1ccco1	?	-16%	-5%	-3%	26%	12%	?	-8%	4%	-6%	-3%
COc1ccc2[nH]c3c(=O)n4c(nc3c2c1)SCCC4	?	0%	-8%	-3%	1%	38%	?	3%	18%	5%	7%
